High-throughput results deposited in PubChem BioAssay by Broad Institute.
NSD2 block = inhibitors of human NSD2, primary screen, biochemical, plate reader, single point. Histone-lysine N-methyltransferase NSD2 (Homo sapiens), O96028. NSD2-SET H3K36me1 DELFIA fluorescence. inhibition, % at 12.5 µM. 44,000 tested, 0.07% active. AID 624260, 2012; in the data active means inhibition above about 54%, passing the limit was not always enough;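 further: inhibitors reduce the monomethyl H3K36 fluorescence signal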
Target sequence (O96028 whole entry, looked up): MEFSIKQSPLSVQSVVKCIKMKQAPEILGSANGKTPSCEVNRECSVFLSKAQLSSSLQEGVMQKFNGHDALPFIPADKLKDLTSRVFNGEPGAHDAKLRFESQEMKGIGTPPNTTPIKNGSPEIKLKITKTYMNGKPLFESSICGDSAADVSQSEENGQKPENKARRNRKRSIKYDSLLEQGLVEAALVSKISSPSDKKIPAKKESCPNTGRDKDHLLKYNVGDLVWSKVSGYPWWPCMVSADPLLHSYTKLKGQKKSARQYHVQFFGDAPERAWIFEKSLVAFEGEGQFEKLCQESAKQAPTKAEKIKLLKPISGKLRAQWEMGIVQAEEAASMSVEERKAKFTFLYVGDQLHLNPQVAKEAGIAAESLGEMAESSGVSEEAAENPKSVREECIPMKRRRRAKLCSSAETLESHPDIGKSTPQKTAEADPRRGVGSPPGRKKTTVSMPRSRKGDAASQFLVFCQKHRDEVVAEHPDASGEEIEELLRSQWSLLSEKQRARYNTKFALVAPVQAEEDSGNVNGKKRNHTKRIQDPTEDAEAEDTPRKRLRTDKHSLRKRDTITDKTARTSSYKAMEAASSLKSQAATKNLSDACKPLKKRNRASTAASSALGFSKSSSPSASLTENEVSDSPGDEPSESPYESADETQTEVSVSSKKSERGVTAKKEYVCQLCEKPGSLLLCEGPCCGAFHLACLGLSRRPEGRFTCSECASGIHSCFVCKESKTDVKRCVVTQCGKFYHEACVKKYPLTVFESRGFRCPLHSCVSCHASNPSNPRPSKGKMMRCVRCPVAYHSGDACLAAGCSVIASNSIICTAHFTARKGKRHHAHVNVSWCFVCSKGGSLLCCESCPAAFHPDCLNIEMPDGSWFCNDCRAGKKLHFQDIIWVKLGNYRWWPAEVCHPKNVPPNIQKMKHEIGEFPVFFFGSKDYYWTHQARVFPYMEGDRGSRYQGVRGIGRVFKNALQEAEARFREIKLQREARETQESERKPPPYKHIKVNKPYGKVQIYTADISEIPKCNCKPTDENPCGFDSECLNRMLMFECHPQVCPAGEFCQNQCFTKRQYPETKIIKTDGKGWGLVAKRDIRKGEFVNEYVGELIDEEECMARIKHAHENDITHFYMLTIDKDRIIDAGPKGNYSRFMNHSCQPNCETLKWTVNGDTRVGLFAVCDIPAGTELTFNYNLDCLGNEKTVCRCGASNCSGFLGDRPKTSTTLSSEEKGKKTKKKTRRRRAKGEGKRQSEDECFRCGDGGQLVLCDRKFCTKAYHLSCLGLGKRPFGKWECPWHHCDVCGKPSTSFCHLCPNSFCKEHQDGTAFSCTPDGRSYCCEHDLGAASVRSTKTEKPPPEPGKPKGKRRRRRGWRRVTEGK
* hit, by the source's call. Only part of the results is shown; the hit share may differ from the screen's.

SMILES	NSD2 block
COc1ccc(NC(=O)N(C)C[C@H]2Oc3ccc(NS(=O)(=O)c4ccc(C)cc4)cc3C(=O)N([C@@H](C)CO)C[C@H]2C)cc1	12.3
COc1ccc(CN(C)C[C@H]2Oc3ccc(NS(=O)(=O)c4ccccc4)cc3C(=O)N([C@H](C)CO)C[C@@H]2C)cc1	-5.5
Cc1noc(C)c1S(=O)(=O)Nc1ccc2c(c1)C(=O)N([C@H](C)CO)C[C@@H](C)[C@H](CN(C)Cc1ccc3c(c1)OCO3)OCCCC[C@H](C)O2	0.1
Cc1ccc(S(=O)(=O)N(C)C[C@H]2Oc3ccc(NC(=O)CCCCCC(=O)Nc4ccccc4N)cc3C(=O)N([C@H](C)CO)C[C@@H]2C)cc1	-0.2
C[C@H](CO)N1C[C@H](C)[C@@H](CN(C)S(=O)(=O)c2ccc(F)cc2)OCCCC[C@H](C)Oc2ccc(NC(=O)c3ccncc3)cc2C1=O	-4.0
O=C(C[C@H]1C[C@H]2c3cc(NC(=O)Nc4ccccc4F)ccc3O[C@H]2[C@H](CO)O1)NCCc1ccccc1	3.3
COc1ccc(NC(=O)Nc2ccc3c(c2)C(=O)N([C@@H](C)CO)C[C@@H](C)[C@H](CN(C)S(=O)(=O)c2ccccc2)O3)cc1	-6.8
C[C@H]1CN([C@@H](C)CO)C(=O)c2cc(NC(=O)Cn3cnnn3)ccc2O[C@@H]1CN(C)C	4.4
CC(C)CC#Cc1cnc2c(c1)C(=O)N([C@H](C)CO)C[C@@H](C)[C@H](CN(C)C(=O)C1CCOCC1)O2	6.8
CC(C)NC(=O)Nc1ccc2c(c1)CC(=O)N([C@@H](C)CO)C[C@@H](C)[C@H](CN(C)Cc1ccc(C(=O)Nc3ccccc3N)cc1)O2	-7.0
COCC#Cc1ccc2c(c1)O[C@H](CN(C)S(=O)(=O)c1cccc(OC)c1)[C@H](C)CN([C@@H](C)CO)S2(=O)=O	5.2
C[C@H](CO)N1C[C@H](C)[C@H](CN(C)Cc2cncnc2)Oc2ncc(-c3ccc(C#N)cc3)cc2C1=O	4.6
COc1ccc(NC(=O)Nc2ccc3c(c2)CC(=O)N([C@@H](C)CO)C[C@H](C)[C@H](CN(C)S(=O)(=O)c2ccc(OC)cc2)O3)cc1	-14.6
C[C@H]1CN([C@@H](C)CO)S(=O)(=O)c2ccc(C#Cc3ccccc3)cc2O[C@H]1CN(C)S(=O)(=O)c1cn(C)cn1	-3.2
C[C@H](CO)N1C[C@H](C)[C@@H](CN(C)Cc2ccccc2)Oc2c(NC(=O)Nc3ccc(F)cc3)cccc2C1=O	-5.5
Cc1ccc(S(=O)(=O)Nc2ccc3c(c2)C(=O)N([C@H](C)CO)C[C@H](C)[C@@H](CN(C)C(=O)Nc2ccccc2)OCCCC[C@@H](C)O3)cc1	-0.3
COc1c(O)cc2oc(-c3ccc(O)c(O)c3)cc(=O)c2c1O	-0.1
COc1cccc(S(=O)(=O)N(C)C[C@H]2OCc3cnnn3CCCC(=O)N([C@H](C)CO)C[C@H]2C)c1	-2.6
C/C=C/c1cnc2c(c1)C(=O)N([C@@H](C)CO)C[C@@H](C)[C@H](CN(C)Cc1ccccc1F)O2	1.6
C[C@@H]1CN([C@@H](C)CO)C(=O)c2cc(NS(=O)(=O)c3ccc(F)cc3)ccc2O[C@@H](C)CCCCO[C@H]1CN(C)C(=O)Cc1ccccc1	-0.6
C[C@]12CCCC(=O)N1CCc1c2[nH]c2ccccc12	21.2
COc1ccc(CN(C)C[C@@H]2Oc3ccc(NC(=O)c4ccncc4)cc3C(=O)N([C@@H](C)CO)C[C@H]2C)cc1	-1.2
COc1cccc(-c2cnc3c(c2)C(=O)N([C@@H](C)CO)C[C@H](C)[C@@H](CN(C)C(C)=O)O3)c1	-3.5
Cc1ccc(S(=O)(=O)Nc2cccc3c2O[C@H](CN(C)S(=O)(=O)c2ccc(Cl)cc2)[C@@H](C)CN([C@H](C)CO)C3=O)cc1	-3.9
COc1ccc(CN=Cc2ccc(C(F)(F)F)cc2)cc1	-1.9
C[C@H]1CN([C@@H](C)CO)C(=O)c2cc(C#CCN(C)C)cnc2O[C@H]1CN(C)Cc1cccc(C(=O)O)c1	-2.3
CCCC#Cc1cnc2c(c1)C(=O)N([C@H](C)CO)C[C@@H](C)[C@@H](CN(C)C(=O)c1ccc(F)cc1)O2	-5.9
C[C@H]1CCCCO[C@H](CN(C)Cc2ccncc2)[C@@H](C)CN([C@@H](C)CO)C(=O)c2cc(NC(=O)c3ccncc3)ccc2O1	-4.8
CC(C)[C@@H](C)NC(=O)N(C)C[C@H]1OCc2ccccc2-c2ccccc2C(=O)N([C@H](C)CO)C[C@@H]1C	2.7
COc1ccc(NC(=O)N(C)C[C@@H]2OCCCC[C@H](C)Oc3ccc(NC(=O)Cc4ccccc4)cc3C(=O)N([C@H](C)CO)C[C@H]2C)cc1	0.3
Cc1ccc(S(=O)(=O)Nc2ccc3c(c2)CC(=O)N([C@@H](C)CO)C[C@H](C)[C@@H](CN(C)C(=O)Nc2cccc4ccccc24)O3)cc1	-6.6
O=C(NCC1CCCCN1)c1cc(OCC(F)(F)F)ccc1OCC(F)(F)F (configuration not stated)	-3.8
C[C@H]1CN([C@@H](C)CO)C(=O)c2cc(NC(=O)Nc3ccc(F)cc3)ccc2O[C@@H]1CN(C)C(=O)Nc1ccccc1	5.6
C[C@H](CO)N1C[C@H](C)[C@@H](CN(C)Cc2ccc(Cl)c(Cl)c2)OCCCC[C@H](C)Oc2ccc(N(C)C)cc2C1=O	-5.6
C[C@@H]1CN([C@@H](C)CO)C(=O)c2cc(-c3ccc(F)cc3)cnc2O[C@H]1CN(C)C(=O)Cc1ccccc1	3.8
C[C@@H]1CN([C@H](C)CO)C(=O)Cc2cc(NC(=O)CCCCCC(=O)Nc3ccccc3N)ccc2O[C@H]1CN(C)Cc1ccc(Oc2ccccc2)cc1	5.7
C[C@@H]1CN([C@H](C)CO)C(=O)c2cc(NC(=O)Nc3ccccc3)ccc2O[C@@H](C)CCCCO[C@H]1CN(C)Cc1ccc(C(=O)O)cc1	2.0
CCCN(C)C[C@H]1OCCCC[C@@H](C)Oc2ccc(NC(=O)Cc3ccccc3)cc2C(=O)N([C@H](C)CO)C[C@H]1C	6.6
C[C@H](CO)N1C[C@H](C)[C@@H](CN(C)S(=O)(=O)c2cccs2)OCCCC[C@H](C)Oc2ccc(NC(=O)Nc3ccc(C(F)(F)F)cc3)cc2C1=O	-1.2
Cc1ccc(S(=O)(=O)Nc2ccc3c(c2)CC(=O)N([C@H](C)CO)C[C@@H](C)[C@H](CN(C)S(=O)(=O)c2ccc(Cl)cc2)O3)cc1	1.9
C[C@H](CO)N1C[C@H](C)[C@H](CN(C)C(=O)c2ccccc2)OCCCC[C@H](C)Oc2ccc(NC(=O)NC3CCCCC3)cc2C1=O	-1.7
CC(C)NC(=O)N(C)C[C@@H]1Oc2ccc(NC(=O)CCN3CCOCC3)cc2C(=O)N([C@@H](C)CO)C[C@H]1C	-0.3
COc1ccc(C#Cc2cnc3c(c2)C(=O)N([C@@H](C)CO)C[C@H](C)[C@H](CN(C)C(=O)CC2CC2)O3)cc1	-4.7
C[C@@H]1CN([C@@H](C)CO)C(=O)c2cc(C#C[C@@H](C)O)cnc2O[C@@H]1CN(C)Cc1cncnc1	8.9
C/C=C/c1ccc2c(c1)O[C@H](CN(C)C(=O)c1ccccc1)[C@H](C)CN([C@H](C)CO)S2(=O)=O	-1.2
C[C@@H]1CN([C@@H](C)CO)S(=O)(=O)c2ccc(-c3cccc(F)c3)cc2O[C@H]1CN(C)CC1CC1	-12.4
Cc1ccc(S(=O)(=O)Nc2ccc3c(c2)CC(=O)N([C@@H](C)CO)C[C@@H](C)[C@H](CN(C)Cc2ccc(C(=O)O)cc2)O3)cc1	2.2
C[C@@H]1CN([C@H](C)CO)C(=O)c2cccc(NC(=O)c3ccc(-c4nccs4)cc3)c2O[C@H]1CN(C)CC1CCCCC1	8.8
Cc1noc(C)c1NC(=O)Nc1ccc2c(c1)C(=O)N([C@H](C)CO)C[C@H](C)[C@@H](CN(C)Cc1ccccc1)OCCCC[C@@H](C)O2	-4.2
C[C@@H]1CN([C@H](C)CO)C(=O)Cc2cc(NC(=O)NC3CCCCC3)ccc2O[C@@H]1CN(C)C(=O)Nc1ccc2c(c1)OCO2	1.4

Other records:
SMILES	NSD2 block
C[C@@H]1CN([C@@H](C)CO)S(=O)(=O)c2ccc(-c3cccc(C#N)c3)cc2O[C@H]1CN(C)Cc1cccc(F)c1	6.1
C[C@@H]1CN([C@H](C)CO)C(=O)c2cc(NC(=O)Cc3cn(C)c4ccccc34)ccc2O[C@@H]1CN(C)S(=O)(=O)c1ccc(Cl)cc1	-4.7
C[C@H]1CN([C@@H](C)CO)C(=O)c2cc(NS(=O)(=O)c3ccc(Cl)cc3)ccc2O[C@H]1CN(C)C(=O)Nc1ccc2c(c1)OCO2	5.6
C[C@H](CO)N1C[C@H](C)[C@H](CN(C)S(=O)(=O)c2ccc(Cl)cc2)Oc2ccc(NS(=O)(=O)c3ccc(F)cc3)cc2C1=O	-2.6
C[C@H](CO)N1C[C@H](C)[C@H](CN(C)S(=O)(=O)c2cn(C)cn2)Oc2c(NC(=O)c3nc4ccccc4s3)cccc2C1=O	-7.9
C[C@H]1CN([C@@H](C)CO)C(=O)CCCn2cc(nn2)CO[C@@H]1CN(C)S(C)(=O)=O	2.4
CC(=O)N(C)C[C@H]1Oc2cc(-c3ccccc3C)ccc2S(=O)(=O)N([C@H](C)CO)C[C@H]1C	3.5
C[C@@H]1CN([C@@H](C)CO)C(=O)c2cccc(NS(=O)(=O)c3cn(C)cn3)c2O[C@H]1CN(C)Cc1ccc(Oc2ccccc2)cc1	3.2
C[C@@H]1CN([C@H](C)CO)S(=O)(=O)c2ccc(-c3ccc(F)cc3)cc2O[C@H]1CN(C)Cc1ccccc1C(=O)O	-1.6
CNC[C@H]1Oc2ccc(N(C)C)cc2C(=O)N([C@@H](C)CO)C[C@H]1C	7.0

Not a retest: an excerpt of the list.
SMILES	NSD2 block
C[C@H](CO)N1C[C@H](C)[C@H](CN(C)S(=O)(=O)c2cn(C)cn2)Oc2c(NC(=O)c3nc4ccccc4s3)cccc2C1=O	-7.9
C[C@H]1CN([C@@H](C)CO)C(=O)CCCn2cc(nn2)CO[C@@H]1CN(C)S(C)(=O)=O	2.4
CC(=O)N(C)C[C@H]1Oc2cc(-c3ccccc3C)ccc2S(=O)(=O)N([C@H](C)CO)C[C@H]1C	3.5

(listing goes on)
SMILES	NSD2 block
Cc1ccc(S(=O)(=O)N(C)C[C@H]2Oc3ncc(C#CC4(O)CCCC4)cc3C(=O)N([C@@H](C)CO)C[C@@H]2C)cc1	-1.3
C[C@@H]1CN([C@H](C)CO)C(=O)c2cccc(NS(=O)(=O)c3ccccc3)c2O[C@@H]1CN(C)CC1CC1	-8.0
C[C@@H]1CN([C@H](C)CO)C(=O)Cc2cc(NC(=O)Cn3cnnn3)ccc2O[C@@H]1CN(C)C(=O)Nc1ccc(F)cc1	4.8
C[C@@H]1CN([C@@H](C)CO)C(=O)c2cc(C#CCN(C)C)cnc2O[C@@H]1CN(C)C(=O)Cc1ccccc1	4.0

Of the compounds above, these contain a COOH group:
SMILES	NSD2 block
C[C@H]1CN([C@@H](C)CO)C(=O)c2cc(C#CCN(C)C)cnc2O[C@H]1CN(C)Cc1cccc(C(=O)O)c1	-2.3
C[C@@H]1CN([C@H](C)CO)C(=O)c2cc(NC(=O)Nc3ccccc3)ccc2O[C@@H](C)CCCCO[C@H]1CN(C)Cc1ccc(C(=O)O)cc1	2.0
Cc1ccc(S(=O)(=O)Nc2ccc3c(c2)CC(=O)N([C@@H](C)CO)C[C@@H](C)[C@H](CN(C)Cc2ccc(C(=O)O)cc2)O3)cc1	2.2
C[C@@H]1CN([C@H](C)CO)S(=O)(=O)c2ccc(-c3ccc(F)cc3)cc2O[C@H]1CN(C)Cc1ccccc1C(=O)O	-1.6
